IDE inh: inhibits human insulin-degrading enzyme in HEK cells; inhibition, % at 5.59 µM; AID 434962; hit rate 0.41% among 320,000; FAbetaB cleavage, fluorescence polarization;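 active = percent inhibition above the average of all tested compounds plus 3 SD, set per screening campaign, cut at about 16% in these data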;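 note: IDE supplied by intact live HEK cells; FP after avidin binding of uncleaved biotin substrate so inhibition keeps polarization high; 0% = DMSO wells and 100% = 60 µM reference IDE inhibitor Ii1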
Target sequence (P14735 whole entry, looked up): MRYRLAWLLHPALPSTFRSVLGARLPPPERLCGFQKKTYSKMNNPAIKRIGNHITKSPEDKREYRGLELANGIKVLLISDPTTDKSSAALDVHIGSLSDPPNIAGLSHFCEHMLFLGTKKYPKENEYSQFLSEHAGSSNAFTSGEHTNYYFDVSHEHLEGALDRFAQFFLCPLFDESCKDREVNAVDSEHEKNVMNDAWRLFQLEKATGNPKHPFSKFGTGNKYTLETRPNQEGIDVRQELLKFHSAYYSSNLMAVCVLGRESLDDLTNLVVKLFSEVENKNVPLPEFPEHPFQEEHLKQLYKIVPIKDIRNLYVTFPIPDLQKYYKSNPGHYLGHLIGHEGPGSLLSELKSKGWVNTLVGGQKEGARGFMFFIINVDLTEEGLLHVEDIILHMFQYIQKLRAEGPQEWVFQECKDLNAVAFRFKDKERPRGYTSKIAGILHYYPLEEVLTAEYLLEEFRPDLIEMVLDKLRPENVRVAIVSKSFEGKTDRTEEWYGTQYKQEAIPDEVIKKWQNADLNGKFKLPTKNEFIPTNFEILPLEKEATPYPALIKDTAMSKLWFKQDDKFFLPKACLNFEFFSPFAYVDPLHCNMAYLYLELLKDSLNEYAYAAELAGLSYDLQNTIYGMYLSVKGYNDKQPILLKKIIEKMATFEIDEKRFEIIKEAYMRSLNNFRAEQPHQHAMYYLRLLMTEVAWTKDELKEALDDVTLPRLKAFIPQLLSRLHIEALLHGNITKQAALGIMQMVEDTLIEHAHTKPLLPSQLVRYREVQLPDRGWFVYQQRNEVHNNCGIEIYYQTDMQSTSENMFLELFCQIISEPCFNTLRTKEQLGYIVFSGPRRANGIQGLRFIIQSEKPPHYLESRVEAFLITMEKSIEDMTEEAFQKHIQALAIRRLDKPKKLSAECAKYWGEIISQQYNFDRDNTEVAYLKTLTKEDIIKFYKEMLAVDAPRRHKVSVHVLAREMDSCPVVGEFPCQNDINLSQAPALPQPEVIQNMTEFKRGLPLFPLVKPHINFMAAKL
IDE act: boosts human insulin-degrading enzyme activity in HEK cells; FAbeta-B cleavage, fluorescence polarization; 0% vehicle, 100% cell-free pure enzyme wells; activation, % at 5.96 µM; hit rate 0.073% among 340,000;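 active = activation above the mean of all tested compounds plus 3 SD, set per screening campaign, cut at about 17% in these data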
PfM18AAP inh: blocks P. falciparum M18 aspartyl aminopeptidase; recombinant PfM18AAP, H-Glu-NHMec fluorogenic cleavage; inhibition, % at 7.35 µM; hit rate 1.2% among 290,000; AID 1822;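 active = inhibition above the campaign mean inhibition over all tested compounds plus 3 SD, cut at about 28% in these data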;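 note: 0% = plate median of test compound wells and 100% = 2 mM ZnCl2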
MEKK3 PB1 HTS: modulators (inhibitors or enhancers) of MEK5 binding to human MEKK3 PB1 domain; bead-based flow cytometry, Alexa488-MEK5 binding to MEKK3; actives lie on both sides; 0 = blocked by unlabeled MEK5, 100 = vehicle; AID 1529; binding response (% of control), % at 10 µM; hit rate 1.4% among 290,000; Q99759;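 active = binding response more than 3 SD above or below the average of its plate-row segment, actives on both sides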;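 note: Alexa488 bead fluorescence after subtracting the streptavidin-only scavenger bead signal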
MEKK2mut PB1 HTS: signal of MEK5 binding to mutant human MEKK2 PB1 domain. bead flow cytometry, Alexa488-MEK5 binding to MEKK2 mutant. percent response, % at 10 µM. hit rate 0.35% among 290,000. AID 1530; in the data active = percent response above about 24%, passing the limit was not always enough; note: inactives centre near 1; some results filed as inactive read as strong as hits; reference of the scale not given here
NALP1 inh: inhibitors of NALP1 inflammasome in yeast; hit rate 0.61% among 280,000; S. cerevisiae NALP1/ASC/caspase-1 growth, X-gal OD620, 72 h; inhibition, % at 10 µM; in the data active = inhibition mostly above about 24%, no sharp cut-off; inactive = mostly below about 32%; note: some compounds called inactive have numbers as strong as hits
MEKK2wt PB1 HTS: raises or lowers MEK5 binding to wildtype human MEKK2 PB1 domain; bead flow cytometry, Alexa488-MEK5 binding to MEKK2 WT; actives lie on both sides; binding response (% of control), % at 10 µM; hit rate 1.1% among 290,000; in the data active = binding response below about 67% or above about 130%
p-CIP stab down: lowers stability of the mouse p/CIP coactivator protein; F442A p/CIP-EGFP cells, EGFP fluorescence, 16 h; decrease of EGFP signal, % at 10 µM; hit rate 0.01% among 290,000;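 active = EGFP signal decrease of at least 30% at 10 µM or well 3 SD below plate mean, unless failing retest; inactive = the rest, including hits failing retest or dose response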; note: some compounds called inactive have numbers as strong as hits; many of its hits are not listed in these tables
UBC9 SUMO inh: inhibitors of human SUMOylation (UBC9) | HTRF SUMOylation assay, SAE1/SAE2 + UBC9, in vitro | inhibition, % at 35 µM | hit rate 0.36% among 290,000 | AID 2006; in the data active = inhibition above about 50%, passing the limit was not always enough; note: strong numbers were not always called active
* hit, by the source's call; · = not tested or not shown.

smiles	IDE inh	p-CIP stab down	PfM18AAP inh	MEKK3 PB1 HTS	MEKK2wt PB1 HTS	MEKK2mut PB1 HTS	IDE act	UBC9 SUMO inh	NALP1 inh
COc1cnc(-c2ccccc2)nc1Sc1ccccc1	10	4	6	102	105	0	3	5	-6
CCC(CC)NC(=O)C1CC(=O)N(CCc2ccc(F)cc2)C1 (stereo not given)	-1	6	0	108	114	9	-2	-2	5
CCc1nnc(SCC(=O)Nc2nnc(C)s2)n1CC1CCCO1 (stereo not given)	-1	5	1	85	91	1	2	14	-27
COc1cccc(NC(=O)NC2CCCc3ccccc32)c1 (stereo not given)	3	2	0	105	100	4	5	-15	2
Nc1nc(Cl)cc(NCCc2ccc(O)cc2)n1	0	-16	-12	85	91	-3	2	-7	-8
CC(C)Cc1cc(C(=O)N2CCCC(C(=O)c3cc(F)ccc3F)C2)no1 (stereo not given)	-2	0	3	104	103	8	3	2	6
CCOc1ccc(N(CC(=O)NC2CCCCC2)C(=O)CCC(=O)Nc2cc(C)ccn2)cc1	4	-9	-4	103	106	3	1	8	-1
COc1ccc(CN(C)CC(=O)NC(=O)NCc2ccccc2)cc1OC	0	-1	-2	99	101	1	1	8	27
Cc1cc(N)n(-c2ccc(S(=O)(=O)c3ccc(C(C)C)cc3)cc2)n1	3	0	-1	95	99	-2	7	-12	-10
COc1ccc(NS(=O)(=O)c2ccc(NC(=O)c3ccc(N(C)S(C)(=O)=O)cc3)cc2)c(OC)c1	-4	-10	1	102	104	-1	-1	16	33
COc1ccccc1CN(C)CC(=O)Nc1ccccc1-c1ccccc1	-4	-7	-4	100	97	-1	0	-30	10
Cc1ccc(C(=O)N2CCN(c3ccccn3)CC2)cc1	7	-21	-3	107	104	3	4	2	14
COc1cc(/C=C/C(=O)OCC(=O)Nc2cccc(Oc3ccccc3)c2)ccc1O	2	-15	-12	100	103	-2	-3	-32	29
COc1cc([N+](=O)[O-])ccc1N1C(=O)C2C3C=CC(C4CC34)C2C1=O (stereo not given)	-5	-1	-13	83	83	-15	9	5	-3
CCNS(=O)(=O)c1ccc(CCC(=O)Nc2cc(Cl)ccc2Oc2ccccc2)cc1	1	-7	3	99	92	-4	2	-22	15
Cc1ccc2c(C)nc(SC(C(=O)c3ccccc3)c3ccccc3)nc2c1 (stereo not given)	5	9	-5	88	88	-3	6	2	33
CC1CC(C)CN(C(=O)CSC2=Nc3ccccc3C3=NC(Cc4c[nH]c5ccccc45)C(=O)N23)C1 (stereo not given)	1	-6	-1	94	93	-2	-2	9	-8
O=C(CNC(=O)c1ccc(F)cc1)N/N=C/c1ccc(O)c([N+](=O)[O-])c1	-2	-14	-3	99	113	9	-3	15	8
CCOC(=O)C1CCN(Cc2nnc(-c3cccc(Br)c3)o2)CC1	0	-17	-4	109	112	13	-5	16	23
CCCCCC(=O)N1CC2(CC)CN(C(=O)CCCCC)CC(CC)(C1)C2=O	2	-15	-1	97	103	-3	6	12	8
N#CC1=C(N)Oc2cc(N)ccc2C1c1ccsc1 (stereo not given)	12	-6	9	89	100	0	4	6	27
CC1CC(C)CN(C(=O)C2CCCN(S(=O)(=O)c3cccc4nonc34)C2)C1 (stereo not given)	-4	4	-7	93	95	-10	5	-3	8
CC(C)C(=O)Nc1ccc2c(c1)C(=O)NC2=O	2	-7	-7	105	86	-13	-5	37	4
CNC(=O)c1c(NC(=O)c2ccc(N3C(=O)CCC3=O)cc2)sc2c1CCCC2	2	9	4	100	99	5	-7	-1	-4
Nc1ncc(-n2cncn2)c(-c2ccc(Cl)cc2)n1	1	-11	-16	103	104	0	9	19	23
CC(C)CC(C(=O)Nc1ccc2c(c1)OCCO2)N1C(=O)c2ccccc2C1=O (stereo not given)	2	-2	-1	96	98	0	2	-3	19
CC(=O)NC1C(=O)N(Cc2ccccc2)c2ccc(Br)cc21 (stereo not given)	3	1	13	89	84	-22	-3	1	·
N#Cc1c(/N=C/c2cccs2)sc2c1CCCCC2	-6	-30	34*	104	102	0	8	20	3
COc1cc(C(=O)NCC(c2cccs2)N(C)C)cc(Cl)c1OC(C)C (stereo not given)	4	5	-11	113	100	-2	2	-4	32
Nc1nonc1-c1nc2ccccc2n1CC(=O)N/N=C/c1ccc(-c2cccc(C(=O)O)c2)o1	·	-10	14	119	111	-1	2	32	4
CCCC(=O)N1CCN(c2ccc(NC(=O)c3sc4ccccc4c3Cl)cc2)CC1	-2	-10	3	96	98	0	-2	-27	9
CC(C(=O)NC(=O)NCc1ccccc1)N1C(=O)c2ccccc2C1=O (stereo not given)	3	0	-11	112	110	9	3	12	0
CC(c1ccccc1)c1nnc(NC(=O)Nc2ccccc2F)s1 (stereo not given)	·	-7	-1	104	102	4	0	13	-6
Cc1occc1C(=O)N1CCN(c2ccccc2)CC1	3	-7	1	91	99	-2	-1	72	8
CCOC(=O)C(=CNCC(=O)O)C(=O)OCC	1	1	-8	104	103	-5	-1	-14	-4
CCOC(=O)c1ccc(C(=O)OCC)nc1	1	-9	-15	97	101	1	1	28	32
CCOC(=O)Cc1c(C)nc2c(-c3ccccc3)c(-c3ccccc3)[nH]n2c1=O	-2	1	1	93	94	-3	5	36	3
CNC(=O)c1c(NC(=O)c2cccc(N3C(=O)CCC3=O)c2)sc2c1CCCC2	3	2	-12	91	93	-10	4	28	26
Cn1c(=O)n(C)c2cc(NC(=O)CCc3ccccc3)c(Br)cc21	0	0	-5	111	109	3	1	14	5
CCOC(=O)N/N=C(\C)c1ccc(Oc2ncccn2)cc1	-1	-15	-1	103	103	6	-2	9	9

Entries of single compounds as entered above:
CC(C(=O)NC(=O)NCc1ccccc1)N1C(=O)c2ccccc2C1=O (stereo not given) across the screens: IDE inh: 3; p-CIP stab down: 0; PfM18AAP inh: -11; MEKK3 PB1 HTS: 112; MEKK2wt PB1 HTS: 110; MEKK2mut PB1 HTS: 9; IDE act: 3; UBC9 SUMO inh: 12; NALP1 inh: 0
CCCC(=O)N1CCN(c2ccc(NC(=O)c3sc4ccccc4c3Cl)cc2)CC1 across the screens: IDE inh: -2; p-CIP stab down: -10; PfM18AAP inh: 3; MEKK3 PB1 HTS: 96; MEKK2wt PB1 HTS: 98; MEKK2mut PB1 HTS: 0; IDE act: -2; UBC9 SUMO inh: -27; NALP1 inh: 9

Four structures already listed, ordered by molar mass, lowest first.
smiles	IDE inh	p-CIP stab down	PfM18AAP inh	MEKK3 PB1 HTS	MEKK2wt PB1 HTS	MEKK2mut PB1 HTS	IDE act	UBC9 SUMO inh	NALP1 inh
Cc1occc1C(=O)N1CCN(c2ccccc2)CC1	3	-7	1	91	99	-2	-1	72	8
CCOC(=O)N/N=C(\C)c1ccc(Oc2ncccn2)cc1	-1	-15	-1	103	103	6	-2	9	9
CC(c1ccccc1)c1nnc(NC(=O)Nc2ccccc2F)s1 (stereo not given)	·	-7	-1	104	102	4	0	13	-6
Cn1c(=O)n(C)c2cc(NC(=O)CCc3ccccc3)c(Br)cc21	0	0	-5	111	109	3	1	14	5

(list continues)
smiles	IDE inh	p-CIP stab down	PfM18AAP inh	MEKK3 PB1 HTS	MEKK2wt PB1 HTS	MEKK2mut PB1 HTS	IDE act	UBC9 SUMO inh	NALP1 inh
CCC(=O)Nc1ccc(C(=O)NNC(=O)Cc2ccccc2)cc1	4	2	11	98	97	-3	6	14	23
CCCNC(=S)NC1CC2CCCC(C1)N2CC(C)C (stereo not given)	-4	-6	-3	101	102	1	-2	13	18
CCCCNS(=O)(=O)c1ccc2nc(-c3cccnc3)cc(C(=O)NCCCOCC)c2c1	-2	-3	-3	100	100	-1	·	16	2
O=C(NCc1ccon1)C1CCC(=O)N(Cc2cccc(C(F)(F)F)c2)C1 (stereo not given)	2	-6	13	101	99	2	2	9	25
CCN(CC)C(=O)c1sc2nc(Cc3ccccc3)[nH]c(=O)c2c1C	-2	-18	7	91	82	-9	11	31	12
CCOC(=O)c1cnc(SC)nc1Oc1cccc(NC(=O)c2cccc(Cl)c2Cl)c1	-2	-8	6	107	102	6	3	21	16
COC(=O)c1ccc(S(=O)(=O)NCCSc2nnc3c4ccccc4n(C)c3n2)cc1	8	-21	3	114	116	7	2	-3	-7
CC1(C)CC(=O)C2=C(C1)N(Cc1ccco1)C(=O)C2(O)C(F)(F)F (stereo not given)	-2	4	0	105	108	0	0	17	-12
COc1cccc(N2CC(O)Cn3c2nc2c3c(=O)n(CCCc3ccccc3)c(=O)n2C)c1 (stereo not given)	3	-28	-4	95	95	0	3	-20	3
N#Cc1cc2c(nc1S(=O)(=O)Cc1ccccc1)CCCC2	4	7	-15	104	106	2	5	2	14

With a hit mark in PfM18AAP inh (from the list above):
smiles	IDE inh	p-CIP stab down	PfM18AAP inh	MEKK3 PB1 HTS	MEKK2wt PB1 HTS	MEKK2mut PB1 HTS	IDE act	UBC9 SUMO inh	NALP1 inh
N#Cc1c(/N=C/c2cccs2)sc2c1CCCCC2	-6	-30	34*	104	102	0	8	20	3

Taken from above:
`CCCC(=O)N1CCN(c2ccc(NC(=O)c3sc4ccccc4c3Cl)cc2)CC1` | IDE inh = -2
`CC(C)CC(C(=O)Nc1ccc2c(c1)OCCO2)N1C(=O)c2ccccc2C1=O` (stereo not given) | MEKK2mut PB1 HTS = 0

Continued:
smiles	IDE inh	p-CIP stab down	PfM18AAP inh	MEKK3 PB1 HTS	MEKK2wt PB1 HTS	MEKK2mut PB1 HTS	IDE act	UBC9 SUMO inh	NALP1 inh
CN(C)S(=O)(=O)n1cnc(-c2ccccc2)c1-c1ccccc1	3	-12	-3	100	97	1	0	-4	7
Cc1cc(=O)oc2cc(OCCCN3C(=O)c4ccccc4C3=O)ccc12	-4	1	-1	98	98	5	5	-17	29
COc1ccccc1N1C(=S)N=C(Nc2c(C)cccc2C)C12CCCC2	-1	-3	-9	102	103	-1	7	14	10
COc1ccc(/C(C)=N\n2cnnc2)cc1	2	-4	1	95	91	-2	4	14	10
CCOc1ccc(NC(=O)CS(=O)(=O)c2cn(CC)c3ccccc23)cc1	3	-15	0	102	102	6	-6	5	37
CCOc1ccccc1NC(=O)Cc1c(F)cccc1Cl	2	-3	-1	108	109	5	3	-7	31
COc1ccc(C(CC(=O)N2CCCC2)C(C)C)cc1 (stereo not given)	3	12	-3	103	107	7	1	7	11
CCN1CCN(CC(O)COCC2COc3ccccc3O2)CC1 (stereo not given)	2	-15	-1	82	89	-7	3	30	9
O=C(NC1CCCCC1)C(c1ccc(Cl)cc1)N(C(=O)c1cnccn1)c1ccc2c(c1)OCO2 (stereo not given)	1	-7	1	·	·	·	3	-8	-8
Cn1c(-c2ccc(Cl)cc2)cnc1NCc1cc2c(cc1[N+](=O)[O-])OCO2	-3	4	14	103	115	0	-1	-8	40
COc1ccccc1NC(=O)CSCc1ccc([N+](=O)[O-])cc1	-3	-3	1	93	93	-6	4	15	41*

These rows are one share of the data; count on the stated rates, not on these rows.
